# High-throughput results deposited in PubChem by several laboratories.
# TRPML3 ag = human TRPML3 channel agonists, primary screen, cell-based, HEK293 TRPML3-YFP, Fluo-8 calcium fluorescence, 3 µM | 100% = the carbachol control signal | activation, % at 3 µM | 220,000 compounds, 0.29% hits | AID 1448, 2008;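 active = activation above its plate's cutoff, the mean activation of the plate's test wells plus 3 SD, cut at about 12% in these data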;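 note: 0% = DMSO only wells and 100% = carbachol wells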
#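 Test system – HEK293 line with stable expression of human TRPML3-YFP channel · Control set – carbachol 87 µM final as high control (100%), DMSO as low control (0%) · Signal – Fluo-8 calcium dye fluorescence, ex 470-495, em 515-575 nm · Incubation – 1-h 37 °C dye load, 5-s basal, 120-s post-compound reads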
# TNF death inh = inhibitors of TNF-alpha triggered necroptosis, primary screen, cell-based, Jurkat FADD-/-, single concentration. activation (protection from cell death), % at 10 µM. Jurkat FADD-/- TNF necroptosis rescue, ATP luminescence, 24 h; 0 = TNF only, 100 = no-TNF cells. 220,000 compounds, 0.068% hits;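 active = activation, meaning protection from cell death, of at least 50% relative to plate controls; inactive = activation below 50%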;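 note: necroptosis triggered by 40 ng/mL TNF-alpha added together with compound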
# CHOP inh = inhibitors of CHOP promoter induction, primary screen, cell-based, unfolded protein response, luciferase reporter. CHO-K1 CHOP-promoter luciferase, tunicamycin-induced, 15-18 h. inhibition, % at 10 µM. 220,000 compounds, 3.8% hits. AID 2732, 2010;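 active = compounds that reduced the stress-induced luciferase reporter signal by more than about 70% of percent inhibition, limit read from the data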;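 note: 0% = tunicamycin plus vehicle and 100% = wells without tunicamycin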
# Wee1 degr inh = Wee1 degradation inhibitors, primary screen, cell-based, HeLa, Wee1K328M-luciferase, luminescence; HeLa Luc-Wee1K328M stability; 100% = proteasome inhibitor MG132 effect; reporter increase, % at 5 µM; 220,000 compounds, 1.2% hits;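 active = activation above the mean of all tested compounds plus 3 SD, set per screening run, cut at about 8.8% in these data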;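 note: cells exposed to compound for 20 h before luminescence read; 0% = DMSO alone and 100% = MG132 at 30 µM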
# Target sequence (P30291 whole entry K328M): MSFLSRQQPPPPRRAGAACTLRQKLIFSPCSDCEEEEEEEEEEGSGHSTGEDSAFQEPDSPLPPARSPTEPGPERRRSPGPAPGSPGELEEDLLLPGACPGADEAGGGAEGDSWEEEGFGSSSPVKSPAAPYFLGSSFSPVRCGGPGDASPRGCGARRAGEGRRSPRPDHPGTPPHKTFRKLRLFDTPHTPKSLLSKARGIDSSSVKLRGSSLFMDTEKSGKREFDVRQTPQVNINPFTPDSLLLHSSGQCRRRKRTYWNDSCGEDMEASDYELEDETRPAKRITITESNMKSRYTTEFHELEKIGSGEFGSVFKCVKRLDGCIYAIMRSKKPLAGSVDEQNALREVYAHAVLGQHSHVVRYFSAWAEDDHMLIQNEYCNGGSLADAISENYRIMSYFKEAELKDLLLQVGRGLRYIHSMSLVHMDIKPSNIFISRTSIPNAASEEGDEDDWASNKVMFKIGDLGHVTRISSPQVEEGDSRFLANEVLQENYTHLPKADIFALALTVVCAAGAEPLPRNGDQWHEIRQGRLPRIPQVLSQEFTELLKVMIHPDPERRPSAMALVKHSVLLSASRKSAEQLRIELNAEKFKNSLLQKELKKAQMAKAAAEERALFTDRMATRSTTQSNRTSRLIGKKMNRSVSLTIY
# RBBP9 inh = human RBBP9 inhibitors, primary screen, biochemical, fluorescence polarization, FP-Rh probe, HTS; Serine hydrolase RBBP9 (Homo sapiens), O75884; recombinant RBBP9; inhibition, % at 7.94 µM; 220,000 compounds, 0.2% hits; AID 1515, 2009;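 active = inhibition above the campaign mean of all tested compounds plus 3 SD, cut at about 14% in these data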;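 note: plate controls were DMSO wells with RBBP9 for no effect and wells lacking RBBP9 protein for full effect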
# Target sequence (O75884 whole entry, looked up): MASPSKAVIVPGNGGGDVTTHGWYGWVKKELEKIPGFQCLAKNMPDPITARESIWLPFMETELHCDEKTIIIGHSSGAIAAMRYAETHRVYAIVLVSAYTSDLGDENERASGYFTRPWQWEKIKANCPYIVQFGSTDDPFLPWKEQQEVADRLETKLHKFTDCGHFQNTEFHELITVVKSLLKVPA
#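 Material: RBBP9 protein. Amount: RBBP9 at 2.5 µM in dispensed solution, before mixing. Schedule: 30 min then 45 min, 25 °C. Medium: Tris buffer pH 8.0, NaCl, Pluronic. Measured by: fluorescence polarization. Measure: percent inhibition from mP, scaled between DMSO and no-protein wells. Replication: one well per compound.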
# Ba/F3 V617F tox = reduced viability of JAK2V617F-dependent Ba/F3 cells, primary screen, JAK2V617F inhibitor project, cell-based, Ba/F3 EpoR-JAK2V617F, luminescence; 220,000 compounds, 1.1% hits; inhibition, % at 5.6 µM; AID 1446, 2008; ATP luminescence;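 active = inhibition above the campaign mean plus 3 SD over all tested compounds, cut at about 24% in these data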;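 note: cytokine-independent growth of Ba/F3 cells driven by EpoR plus mutant JAK2; 0% = DMSO-treated cells and 100% = JAK inhibitor I control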
# PPC-1+TRAIL kill = compounds killing PPC-1 cancer cells with TRAIL present, primary screen, TRAIL potentiator project, ATPLite luminescence, uHTS | PPC-1 cells + TRAIL, ATPLite viability luminescence | cell killing (% activity), % at 4 µM | 220,000 compounds, 0.41% hits | AID 1443, 2008;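 active = cell killing above 50% in the first pass at 4 µM, then a duplicate retest at 5 µM averaging 50% or more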;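 note: plate controls were cells with TRAIL plus DMSO for no effect and medium-only wells lacking cells for full effect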
# BaF3 parental = parental Ba/F3 cell viability inhibition, counter-screen for JAK2V617F inhibitor project, murine pro-B, CellTiter-Glo luminescence; 220,000 compounds, 1.1% hits; AID 1486, 2009; CellTiter-Glo ATP luminescence; inhibition, % at 5.6 µM;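 active = inhibition above a per-campaign cutoff, the mean inhibition of all tested compounds plus 3 SD, cut at about 27% in these data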;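 note: 0% = DMSO wells and 100% = JAK Inhibitor I control wells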
# TRPN1 ag = zebrafish TRPN1 channel agonists, primary screen, cell-based, HEK293, calcium fluorescence; 220,000 compounds, 0.18% hits; transient receptor potential cation channel N1 (TRPN1/NompC), Danio rerio; AID 1424, 2008; HEK293 zebrafish TRPN1-YFP, Fluo-8 calcium fluorescence; 100% = response to 87 µM carbachol; activation, % at 3 µM;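 active = activation above its plate's cutoff, the mean activation of test wells on that plate plus 3 SD, cut at about 19% in these data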;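 note: 0% = DMSO alone and 100% = 87 µM carbachol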
#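 Control set: carbachol 87 µM as high control, DMSO as low control; system: HEK293 stable line with zebrafish TRPN1-YFP; read-out: % activation versus carbachol response; detection: intracellular calcium fluorescence with Fluo-8; doses: single test compound dose, 3 µM nominal, 0.3% DMSO; schedule: dye 1 h 37 °C plus 30 min RT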
# An asterisk follows results filed as active; [ ] = dose if it differs, or a comment.
# Results follow in this order: RBBP9 inh	Wee1 degr inh	TRPN1 ag	Ba/F3 V617F tox	BaF3 parental	TNF death inh	TRPML3 ag	CHOP inh	PPC-1+TRAIL kill
1. CCC(Sc1nc(-c2ccccc2)cc(=O)[nH]1)C(=O)O (configuration not stated)
    0.2	0.2	0.6	1.4	-0.2	0.4	0.2	-19.1	-4.5
2. O=C1CC(c2c(F)cccc2Cl)C2=C(COC2=O)N1 (configuration not stated)
    -6.2	-1.2	0.0	-1.5	7.2	-2.2	0.1	-25.3	9.3
3. CCCNS(=O)(=O)c1ccc(OCC(=O)NCCC2=CCCCC2)cc1
    -3.1	-0.1	-2.0	2.7	5.6	0.5	-0.6	-36.0	-14.0
4. CCOC(=O)C1=C(N)OC2=C(C(=O)CC(C)(C)C2)C1c1ccc(C)s1 (configuration not stated)
    -9.7	-1.9	-0.7	0.0	4.6	0.3	0.3	15.8	7.3
5. CCCn1c(C)cc(C(=O)COc2ncnc3sccc23)c1C
    4.2	0.9	0.9	-0.1	-0.2	-3.3	0.7	15.1	5.4
6. COc1ccccc1CN(C)CC(=O)Nc1ccccc1-c1ccccc1
    -8.5	4.2	-0.7	-1.5	1.3	-1.2	-0.3	11.4	16.8
7. COc1ccc(NC(=O)CCN2C(=O)C3CC=C(Cl)CC3C2=O)cc1 (configuration not stated)
    4.9	0.9	-0.3	-2.3	4.8	3.1	0.6	-7.2	9.2
8. CCCCOc1ccccc1NC(=O)CC1SC(=NCC)N(CC)C1=O (configuration not stated)
    -0.4	-0.8	-2.5	-2.1	6.3	-4.4	-1.0	1.8	-7.2
9. CC(=O)c1sc(NC(=O)c2c(F)cccc2F)nc1-c1ccccc1
    -4.5	-2.8	0.2	-3.6	1.1	1.3	0.2	-4.9	25.7
10. Cc1oc(-c2cccc(Cl)c2)nc1CSCC(=O)O
    -7.9	-2.3	1.0	-3.8	8.2	0.0	-0.7	18.9	15.8
11. Nc1ncc(-c2nnnn2-c2ccc(Cl)cc2)c(-c2ccc(Cl)cc2)n1
    -2.3	4.0	-0.5	27.6*	31.5*	-22.6	0.1	55.0	-3.1
12. CCC(=O)N1CCN(c2ccc(NC(=S)NC(=O)c3cccc([N+](=O)[O-])c3)cc2)CC1
    -0.7	-1.7	0.7	-2.7	0.1	-4.7	1.2	23.9	3.9
13. CC(=O)NC1=NN(C(C)=O)C(c2ccc(C(C)C)cc2)S1 (configuration not stated)
    -8.6	24.1*	-0.1	4.8	3.9	-0.3	0.2	-10.2	-1.0
14. CCCCNC(=S)N/N=C/c1cccc(OCC)c1O
    1.2	-0.8	1.5	-4.0	2.2	0.1	1.2	-12.5	1.1
15. CC1(C(=O)NC2CCCC2)CCC(=O)N1Cc1cccs1 (configuration not stated)
    7.8	-3.9	0.0	-2.3	0.1	-2.6	0.3	12.2	5.7
16. COc1ccc(NS(=O)(=O)c2cccc(C(=O)N/N=C(\C)c3ccncc3)c2)cc1
    -6.1	0.4	-1.6	-3.7	8.6	0.2	0.3	-5.3	24.5
17. CN(C)/C=C(/C(=O)c1ccccc1Cl)S(C)(=O)=O
    -1.2	-0.9	0.7	6.2	10.2	1.2	0.2	-9.4	22.3
18. CC(C)c1ccc(NC(=O)c2csnn2)cc1
    -4.0	-1.7	-1.1	-0.6	4.3	-1.1	-0.1	40.4	41.0[5 µM]
19. CC1CN(c2nnc(-c3ccccc3)c3ccccc23)CC(C)O1 (configuration not stated)
    4.0	-0.8	-1.1	4.0	11.8	-0.5	0.2	2.6	0.1
20. CCOC(=O)CON1C(=O)C(C)(C)N(OCC(=O)OCC)C(=O)C1(C)C
    -2.0	-0.7	0.3	-3.8	-0.8	0.0	0.9	10.9	11.6
21. CCCN(CCC)Cc1cc2ccccc2c2c1COC2
    -4.7	0.0	-1.2	-3.2	0.6	2.0	0.0	32.5	-11.1
22. O=C(c1cc(-c2ccco2)nc2ccccc12)N1CCN(c2ccc(F)cc2)CC1
    -0.9	1.1	1.6	2.2	12.5	2.0	0.3	14.9	21.8
23. CC(=O)C1=C(O)C(=O)N(Cc2ccco2)C1c1ccc(F)cc1 (configuration not stated)
    6.8	-0.2	1.4	-1.6	3.1	-1.4	0.1	17.4	43.8
24. CC1CCc2c(sc(NC(=O)Cn3nc(C(=O)O)c4ccccc4c3=O)c2C#N)C1 (configuration not stated)
    -2.2	4.4	0.5	-3.3	2.2	7.8	1.1	7.4	5.8
25. O=C(NCC1CCCO1)c1sc(=S)n2c1[nH]c(=O)c1ccc(C(=O)N3CCCCC3)cc12 (configuration not stated)
    -3.7	-0.2	-0.3	0.3	4.8	-0.4	-0.3	6.3	-20.7
26. Cc1c(C(=O)NN)sc(-c2ccccc2)c1C#N
    -1.3	-0.5	0.8	-1.6	1.9	2.0	0.7	-15.9	8.1
27. CC(=O)n1nc(-c2ccc(C)cc2)nc1NCc1ccco1
    1.0	-2.0	0.1	1.1	6.6	1.2	0.4	47.7	4.5
28. O=C(Nc1cccnc1Oc1ccc(Cl)cc1)c1cccc2ccccc12
    5.4	-1.1	-2.2	-0.1	1.2	-0.3	-0.4	28.2	-0.8
29. Cc1ccc(NC(=O)COc2ccc(CCO)cc2-n2nc3ccccc3n2)cc1C
    -20.0	7.1	0.1	3.0	1.9	6.9	-0.4	27.4	15.3
30. COc1cccc(C2=NN(C(=O)c3ccc(C)o3)C(O)(C(F)(F)F)C2)c1 (configuration not stated)
    -1.4	-1.0	-1.4	-0.9	4.3	-0.6	0.6	20.9	14.8
31. COc1cccc(-c2nc(C=O)cs2)c1
    0.3	-1.9	-0.7	-4.2	-2.1	-2.6	0.1	-53.1	-2.3
32. Cc1cc(C(=O)N/N=C/C=C/c2cccc([N+](=O)[O-])c2)n[nH]1
    -3.6	-1.7	1.4	-2.1	2.6	18.6	0.1	29.7	-0.9
33. Cc1ccc(CNC(=O)c2sc3ccc(S(=O)(=O)N4CCCCC4)cc3c2N)cc1
    -7.2	-1.6	-1.8	0.1	0.5	0.6	-0.3	9.5	5.3
34. CN(c1ccccc1)S(=O)(=O)c1cccc(C(=O)Nc2ccc3c(c2)CCC3)c1
    -34.0	-1.3	-0.1	1.4	5.9	4.2	4.3	25.3	-6.5
35. CCCCn1c(=O)c(-c2ccccc2)c(O)c2ccccc21
    -7.1	2.6	-1.0	-0.2	3.5	0.6	-0.2	29.2	16.8
36. C=CCOc1nc2c(c(=O)n(C)c(=O)n2C)n1C
    -6.7	-1.5	-1.0	4.2	6.5	-1.4	-0.1	0.1	20.1
37. c1ccc(COc2ccc(Oc3nc(N4CCCCC4)nc(N4CCOCC4)n3)nn2)cc1
    -3.0	1.7	-0.4	-5.1	-0.6	0.3	-0.6	38.0	-5.5
38. CCOc1cc(C)nc(NCCc2ccc(OC)c(OC)c2)n1
    1.7	0.2	-0.1	-1.7	-1.2	-4.0	-0.6	28.9	14.4
39. CC(C)NC(=O)c1cc2cc([N+](=O)[O-])ccc2s1
    -3.9	-1.3	0.4	-2.4	-1.2	-3.0	0.8	47.4	7.2
40. COc1ccc(NC(=O)CSc2nnc(-c3cccnc3)o2)cc1
    10.0	-2.6	-1.2	-1.1	4.1	1.5	0.1	15.6	18.8
41. O=C(Nc1ccc(Cl)c(Cl)c1)O/N=C/c1ccncc1
    -33.2	-1.5	5.2	-1.9	4.9	2.1	2.3	4.9	-9.9
42. COc1ccc(S(=O)(=O)NCCC(C)C)cc1OC
    -3.9	2.7	-0.1	-2.2	3.3	-1.6	0.1	-8.1	-25.5
43. CCOc1ccc(C(=O)N(CN2CCCC2=O)c2ccc(C)cc2)cc1
    -5.6	0.7	-2.1	2.3	3.0	-3.4	-0.7	15.2	11.2
44. CCN1CCCC(Sc2nc3c([nH]2)c(=S)n(C)c(=O)n3C)C1 (configuration not stated)
    -2.1	-3.0	2.1	-3.1	-4.7	2.6	0.6	-1.1	1.8
45. COc1cccc(C(=O)Nc2c3c(nc4c2CCC4)CCCC3)c1
    -9.3	-1.3	-1.3	-0.4	6.1	2.1	0.0	6.4	8.7
46. FC(F)Sc1nc(-c2ccccc2)c(-c2ccccc2)n1C(F)F
    -6.6	-2.5	-0.9	-1.6	-3.4	2.8	-0.3	44.8	6.1
47. Cc1noc(C)c1COc1ccc(C(=O)OCC(N)=O)cc1
    -8.1	-3.1	1.2	-0.3	-0.5	0.9	0.1	-4.7	14.4
48. C#CCOCCOCCOCCNc1nc(N2CCN(C(=O)[C@H](CCCCN)n3cc(CCCC)nn3)CC2)nc(N2CCN(C(=O)[C@H](CCCCN)n3cc(CCCC)nn3)CC2)n1
    -4.3	2.0	0.5	-4.6	0.2	3.0	0.6	11.4	2.2
49. CCc1ccc(NC(=O)c2cc(Br)ccc2Br)cc1
    -11.4	-0.3	-2.1	-6.0	4.1	1.1	-0.8	13.2	4.8

# Shown bar-delimited: 5 of the compounds above
entry | SMILES | RBBP9 inh | Wee1 degr inh | TRPN1 ag | Ba/F3 V617F tox | BaF3 parental | TNF death inh | TRPML3 ag | CHOP inh | PPC-1+TRAIL kill
45 | COc1cccc(C(=O)Nc2c3c(nc4c2CCC4)CCCC3)c1 | -9.3 | -1.3 | -1.3 | -0.4 | 6.1 | 2.1 | 0.0 | 6.4 | 8.7
46 | FC(F)Sc1nc(-c2ccccc2)c(-c2ccccc2)n1C(F)F | -6.6 | -2.5 | -0.9 | -1.6 | -3.4 | 2.8 | -0.3 | 44.8 | 6.1
47 | Cc1noc(C)c1COc1ccc(C(=O)OCC(N)=O)cc1 | -8.1 | -3.1 | 1.2 | -0.3 | -0.5 | 0.9 | 0.1 | -4.7 | 14.4
48 | C#CCOCCOCCOCCNc1nc(N2CCN(C(=O)[C@H](CCCCN)n3cc(CCCC)nn3)CC2)nc(N2CCN(C(=O)[C@H](CCCCN)n3cc(CCCC)nn3)CC2)n1 | -4.3 | 2.0 | 0.5 | -4.6 | 0.2 | 3.0 | 0.6 | 11.4 | 2.2
49 | CCc1ccc(NC(=O)c2cc(Br)ccc2Br)cc1 | -11.4 | -0.3 | -2.1 | -6.0 | 4.1 | 1.1 | -0.8 | 13.2 | 4.8
